# MEP2-GFP yeast – modulators of MEP2-GFP levels in yeast, primary screen, S. cerevisiae, multiplex flow cytometry, MLPCN library; S. cerevisiae MEP2-GFP strain, 3 h; 100% = DMSO control level; GFP response vs DMSO, % at 10 µM; 330,000 tested, 0.51% active;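 active means GFP response versus DMSO above a set limit, roughly screen mean plus 3 SD, cut at about 180% in these data; inconclusive means fewer than 70 cells counted for a yeast strain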;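 further: median GFP fluorescence of the barcode-gated MEP2-GFP cells per well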
# Efflux pump mplx – inhibitors of Candida efflux pumps in yeast, primary screen, S. cerevisiae, Nile Red, multiplex. S. cerevisiae Candida pump triplex. inhibition, % at 10 µM. 330,000 tested, 0.44% active;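 active means plate passing quality check with inhibition over a set limit, or well fluorescence over plate mean plus 4 SD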;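 further: Nile Red retained in pooled yeast measured as flow cytometry median fluorescence; 0% = buffer negative control and 100% = Enniatin B positive control; higher means more Nile Red kept so more efflux inhibition; some compounds called inactive have numbers as strong as hits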
# AGP1-GFP MLPCN – modulators of AGP1-GFP expression in yeast TOR pathway, primary screen, cell-based, multiplex flow cytometry, S. cerevisiae, MLPCN library; 320,000 tested, 0.02% active; 3 h; GFP as percent of DMSO wells; GFP response vs DMSO, % at 10 µM;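 active means GFP response relative to DMSO above a set limit, near screen average plus 3 SD, cut at about 150% in these data; inconclusive means fewer than 70 cells counted for the yeast strain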;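 further: median GFP channel fluorescence of the gated AGP1 strain per well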
# AHR activator – AHR activators, primary screen, cell-based, luminescence, luciferase reporter, human. AHR-responsive luciferase reporter cells. Aryl hydrocarbon receptor (Homo sapiens), P35869. 320,000 tested, 2.5% active. activation, % at 5 µM; in the data active means activation above about 47%;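 further: 0% = vehicle wells and 100% = reference agonist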
# Target sequence (P35869 whole entry, looked up): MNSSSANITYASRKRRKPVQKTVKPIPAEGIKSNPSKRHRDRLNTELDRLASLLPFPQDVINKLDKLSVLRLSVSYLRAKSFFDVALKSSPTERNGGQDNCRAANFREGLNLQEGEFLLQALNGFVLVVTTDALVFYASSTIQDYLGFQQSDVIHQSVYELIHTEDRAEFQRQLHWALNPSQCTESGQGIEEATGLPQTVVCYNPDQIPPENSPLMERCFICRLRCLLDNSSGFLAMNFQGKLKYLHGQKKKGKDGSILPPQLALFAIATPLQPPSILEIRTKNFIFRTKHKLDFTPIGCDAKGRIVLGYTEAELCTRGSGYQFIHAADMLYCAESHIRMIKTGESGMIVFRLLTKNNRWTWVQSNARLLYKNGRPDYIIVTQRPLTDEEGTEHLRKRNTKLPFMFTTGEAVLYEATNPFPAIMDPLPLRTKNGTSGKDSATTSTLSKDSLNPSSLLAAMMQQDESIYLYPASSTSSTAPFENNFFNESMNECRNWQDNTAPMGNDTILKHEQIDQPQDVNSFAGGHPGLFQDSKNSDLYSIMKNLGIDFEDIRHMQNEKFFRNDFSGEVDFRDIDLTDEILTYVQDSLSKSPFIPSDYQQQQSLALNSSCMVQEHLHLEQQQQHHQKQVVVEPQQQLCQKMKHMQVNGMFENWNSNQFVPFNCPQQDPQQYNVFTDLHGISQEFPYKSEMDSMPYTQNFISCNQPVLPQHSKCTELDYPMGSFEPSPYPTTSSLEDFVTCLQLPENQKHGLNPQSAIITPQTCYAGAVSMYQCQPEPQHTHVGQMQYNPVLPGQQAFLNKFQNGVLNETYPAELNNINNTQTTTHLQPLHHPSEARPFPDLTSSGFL
# Yeast superoxide – reduction of superoxide in aged yeast, primary screen, HTS. S. cerevisiae aged cells, superoxide DHE fluorescence; hits give low values. superoxide response (% of plate mean), % at 10 µM. 330,000 tested, 0.18% active. AID 2690, 2010;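 active means superoxide response under a set limit, about three screen SD below normal, cut at about 65% in these data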;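 further: yeast aged for seven days with compound at 30 °C before DHE staining; 100% = average MFI of all compound-treated wells on the plate with controls excluded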
# CIT2 TOR yeast – modulators of CIT2-GFP expression in yeast, primary screen, S. cerevisiae, GFP fusion, multiplex flow cytometry, MLPCN library; GFP response vs DMSO, % at 10 µM; AID 2029, 2009; 320,000 tested, 0.065% active; S. cerevisiae CIT2-GFP strain, 3 h; 100 means same as DMSO wells;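 active means GFP response relative to DMSO above a set limit, near the screen mean plus 3 SD, cut at about 150% in these data; inconclusive means Fewer than 70 cells measured for a yeast strain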;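 further: ratio of well median GFP fluorescence to mean of DMSO wells on the plate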
# RPL19A-GFP yeast – RPL19A-GFP expression modulators in yeast, primary screen, cell-based, S. cerevisiae, multiplex flow cytometry, MLPCN; S. cerevisiae RPL19A-GFP strain, 3 h; hits give low values; percent response vs DMSO, % at 10 µM; 330,000 tested, 0.3% active;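 active means percent response vs DMSO below 50%; inconclusive means fewer than 70 events counted for the yeast strain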;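 further: median channel GFP fluorescence of the barcoded RPL19A-GFP strain; ratio of sample median GFP to plate DMSO average so 100% = DMSO; lower means less RPL19A-GFP as with rapamycin TOR inhibition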
# LAP4-GFP MLPCN – modulators of LAP4-GFP expression in yeast, primary screen, S. cerevisiae, multiplex flow cytometry, MLPCN library; GFP response vs DMSO, % at 10 µM; AID 2023, 2009; 320,000 tested, 0.34% active; 3 h; median GFP as percent of DMSO wells;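 active means GFP response vs DMSO above a set limit, about the screen mean plus 3 SD, cut at about 150% in these data; inconclusive means under 70 cell events counted for the yeast strain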
# * marks the source's active call; other numbers are inactive results; ? = inconclusive; · = not tested or not shown; [ ] = another dose, or the depositor's remark. Rows were taken by chance, and some 3.9% of all compounds hit somewhere here.
SMILES,MEP2-GFP yeast,Efflux pump mplx,AGP1-GFP MLPCN,AHR activator,Yeast superoxide,CIT2 TOR yeast,RPL19A-GFP yeast,LAP4-GFP MLPCN
COc1ccc(C2CC(c3cccs3)=NN2C(=O)CSc2nnc(N)s2)cc1OC (stereo not drawn),104,0.1,95,-1,106,99,102,89
CCOc1ccc(NS(=O)(=O)c2ccc(-c3cnc(C4CC4)o3)cc2)cc1,108,0.4,103,2,109,93,104,114
CC(C)n1cc(NC(=O)C2CC(c3cccc(Br)c3)=NO2)cn1 (stereo not drawn),95,-0.2,95,7,103,85,103,100
Cc1ccccc1-n1c(SCc2c(C)noc2C)nnc1-c1ccncc1,109,0.7,108,-1,109,103,100,106
Cc1sc2ncnc(NCC(c3ccccc3)N(C)C)c2c1C (stereo not drawn),105,-0.1,98,5,98,101,102,90
O=C(N[C@H]1C/C=C\C[C@H](CC(=O)N(CCO)Cc2ccccc2)C(=O)N[C@@H](c2ccccc2)COC1=O)OCC1c2ccccc2-c2ccccc21,95,0.0,99,-1,97,101,97,95
C/C(N)=C(/C#N)C(=O)COC(=O)COc1ccc(Cl)cc1C,109,-0.1,102,-1,86,107,103,106
O=C(CS(=O)CC(=O)N(CC(=O)NC1CCCC1)C1CCCC1)Nc1ccc(F)cc1 (stereo not drawn),106,0.2,107,-1,81,104,103,107
CNc1nc(SCC(=O)Nc2ccccc2)nc(N2CCOCC2)n1,98,0.0,100,5,89,100,103,95
CCOc1ccc(C(=O)Nc2nc3ccccc3[nH]2)cc1OCC,109,0.0,98,12,112,84,95,111
Cc1ccc(S(=O)(=O)c2cnc(-c3ccccc3)nc2N2CCCCC2)cc1,93,0.0,95,3,99,89,102,111
CN(C)c1ccc(CNCCC(Cc2ccccc2)c2ccco2)cc1 (stereo not drawn),94,-0.1,98,1,97,96,96,99
CCOc1ccc(C2NC(=O)CCC2[N+](=O)[O-])cc1 (stereo not drawn),106,0.2,93,2,95,101,104,83
Nc1nonc1-n1nnc(C(=O)N/N=C/c2ccccn2)c1CNc1ccccc1,110,-0.2,107,8,84,104,98,102
CC(=O)Nc1ccc(C(=O)N2CCc3cc4c(cc3C2C)OCCCO4)cc1 (stereo not drawn),106,0.1,106,1,82,110,104,107
COc1cc(/C=C2\NC(=S)N(C)C2=O)ccc1OCc1ccccc1F,107,0.1,106,0,127,106,101,106
Cc1ccc2cc(CCNC(=O)c3ccc4c(c3)OCO4)c(=O)[nH]c2c1C,109,-0.1,105,7,93,105,100,98
Nc1nnnn1/N=C/c1ccccc1O,107,0.0,111,-4,112,111,105,104
CC(=O)OC1CC[C@@]2(C)C(CCC3C2CC(=O)[C@@]2(C)C3CC3CC(C)=CC(=O)C32)C1 (stereo partly drawn),102,0.0,91,·,116,90,100,103
COc1ccccc1NC(=O)NCCCl,104,-0.1,105,7,97,101,100,100
Cc1ccc(C(=O)Nc2ccc(S(=O)(=O)N3CCN(C)CC3)cc2)o1,95,0.1,99,-1,87,97,95,95
CCNc1nc(C)nc2c1oc1ccccc12,105,-0.2,102,14,98,107,101,95
CCn1ccc(C(=O)NCc2ccc3c(c2)OCO3)n1,100,0.0,101,-1,91,96,99,92
Cc1cc(C)n2c(SCc3ccccc3Cl)nnc2n1,94,0.0,89,1,111,85,92,101
Cc1ccc(Nc2cc(C)nc3c(C)ccc([N+](=O)[O-])c23)cc1,109,0.0,82,12,90,89,94,95
O=C(COC(=O)c1ccccc1NC(=O)c1ccco1)NCc1ccc2c(c1)OCO2,102,0.0,105,-1,84,105,99,101
CCn1ccc(C(=O)NC2=C(C#N)CCC2)n1,104,-0.1,97,0,109,94,101,·
CCNC(=O)CC1SC(=Nc2ccc(C)cc2)NC1=O (stereo not drawn),93,-0.1,99,-1,91,93,93,108
Fc1ccc(Nc2cccc3nccnc23)cc1,107,-0.4,100,137*,100,96,103,102
COc1cccc(N2CCN(CC(=O)Nc3ccnn3C3CCCC3)CC2)c1,107,0.0,110,0,91,97,104,108
COc1ccc(Cl)cc1S(=O)(=O)n1ccnc1C(C)C,92,0.0,94,0,98,96,107,93
CCN(CC)S(=O)(=O)c1ccc(/C(O)=C(\C#N)c2nc3ccccc3n2C)cc1,101,-0.1,100,-6,112,106,102,99
O=C(CSc1nnc(-c2n[nH]c3ccccc23)n1-c1ccccc1)Nc1cccc(Cl)c1,104,0.2,95,2,109,104,105,92
C=CCc1cc(C)ccc1OCCOCCN1CCN(C)CC1,100,0.0,98,2,105,95,99,91
Cc1ccc(CSC2=NCCN2C(=O)C2CC2)cc1,106,0.2,73,-1,112,99,99,102
CC1CCCC/C1=N\NC(=S)Nc1ccccc1 (stereo not drawn),103,-0.2,101,60*,120,95,98,96
Fc1cnc(Cl)nc1N1CCN(c2ccccc2)CC1,107,0.1,99,42,99,92,98,110
Cc1noc(C)c1COc1cccc(C(=O)N2CCN(C/C=C/c3ccccc3)CC2)c1,100,0.1,106,-1,91,97,101,99
COCC(=O)Nc1nc(-c2ccccc2)ns1,102,0.1,92,47*,122,100,98,112
CC(C)N(CCNC(=O)c1nn(Cc2ccccc2)c(=O)c2ccccc12)C(C)C,80,0.1,99,2,98,99,97,87
COc1ccc(S(=O)(=O)NCc2ccc3c(c2)OCO3)cc1OC,103,0.1,99,0,142,93,95,99
Cc1cc2oc(=O)cc(CN3CCN(S(=O)(=O)c4cccs4)CC3)c2cc1C(C)C,102,-0.1,103,-3,97,95,102,103
CSc1ncc(Cl)c(C(=O)NCc2cccnc2)n1,114,0.1,101,·,92,104,111,99
O=C(O)/C=C/C(=O)NNC(=O)c1ccccc1Br,100,0.2,105,3,101,104,102,103
Cc1ccc(NC2CCCN(C(=O)CN3C(=O)CSC3=O)C2)cc1C (stereo not drawn),109,-0.2,97,15,116,·,104,85
COCc1ccc(C(=O)N2CCN(CC(=O)N3CCCC3)CC2)cc1,104,0.1,100,1,97,104,97,104
Cc1csc2c(=O)sc(NC(=O)c3ccc(F)cc3Cl)nc12,100,0.0,116,4,81,105,89,98
Cc1ccc(Nc2nnc(SCC(=O)c3cc4ccccc4o3)s2)cc1C,90,1.7,98,53*,110,98,102,100
CCN=C1SC(C(=O)Nc2ccc(OCC)cc2)CC(=O)N1CC (stereo not drawn),99,-0.1,103,-2,108,104,100,102
Cc1nnc(SCC(=O)N2CCCCC2)n1CC1CCCO1 (stereo not drawn),99,-0.1,102,0,103,107,100,94
Fc1ccc(-c2cc3nc4c(c(N5CCOCC5)n3n2)CCCC4)cc1,91,-0.1,85,5,105,98,97,119
COc1ccc(CNC(=O)CSc2ccsc2[N+](=O)[O-])cc1,109,-0.1,110,14,118,110,112,106
Cc1ccc(C(=O)OCC(=O)N(CC(C)C)c2c(N)n(Cc3ccccc3)c(=O)[nH]c2=O)s1,103,-0.3,93,-1,118,113,103,77
O=C(O)CS(=O)CC(=O)NCc1cccc(C(F)(F)F)c1 (stereo not drawn),101,-0.1,100,-1,122,98,103,96
Cc1cc(C)n2nc(SC(C)C(=O)N(C)C3CCCCC3)nc2n1 (stereo not drawn),117,0.2,107,-1,69,108,100,108
Cc1ccc(S(=O)(=O)C2CCCCC2=O)cc1 (stereo not drawn),104,0.0,99,-2,96,100,107,94
CCOC(=O)c1cnc(-n2nc(C)cc2C)nc1NC1CCCCC1,108,-0.1,92,-4,128,104,101,102
O=C(Nc1ccccc1F)C1CCCN(S(=O)(=O)c2ccccc2)C1 (stereo not drawn),111,-0.1,107,1,111,92,96,104
Nc1nc(NC(=O)c2ccccc2Cl)nn1-c1ccccc1,99,0.0,107,2,108,98,96,113
NC(=O)c1c(N)sc(=S)n1CC1CCCO1 (stereo not drawn),103,0.0,96,0,93,92,96,98

# An excerpt from above in order of the AGP1-GFP MLPCN value, largest number first.
molecule,AGP1-GFP MLPCN
O=C(O)/C=C/C(=O)NNC(=O)c1ccccc1Br,105
CSc1ncc(Cl)c(C(=O)NCc2cccnc2)n1,101
Cc1ccc(C(=O)OCC(=O)N(CC(C)C)c2c(N)n(Cc3ccccc3)c(=O)[nH]c2=O)s1,93

# Next records follow.
SMILES,MEP2-GFP yeast,Efflux pump mplx,AGP1-GFP MLPCN,AHR activator,Yeast superoxide,CIT2 TOR yeast,RPL19A-GFP yeast,LAP4-GFP MLPCN
O=C1C(NS(=O)(=O)c2ccc(Br)cc2)=C(N2CCCCC2)C(=O)c2ccccc21,88,-0.1,92,6,174,103,95,91
COc1ccc(CCNc2nc(C)nc3c2oc2ccccc23)cc1OC,200*[may fluoresce violet],0.0,·,34,100,?,42*[may fluoresce violet],93[may fluoresce violet]
COC(=O)c1cc(Br)c(=O)n(CCC2=CCCCC2)c1,98,-0.1,95,7,100,96,93,92
O=c1cc(-c2ccc(F)cc2)[nH][nH]1,102,0.1,103,0,93,96,100,97
COc1ccc(NC(=O)CN(C)C(=O)c2ccc(C)s2)cc1,110,-0.1,106,1,102,112,103,114
CN(Cc1ccccc1)C(=O)COc1ccc2ccccc2c1,97,0.0,98,6,101,90,94,113
CCOC(=O)COc1ccccc1C1Nc2ccccc2C(=O)N1c1cccc(Cl)c1 (stereo not drawn),104,-0.1,96,5,88,93,98,101
O=C(c1ccccc1)N1CCN(C(=O)c2nn3c(C(F)(F)F)cc(-c4ccccc4)nc3c2Br)CC1,104,0.1,102,0,94,103,104,90
COC(=O)c1ccc(NC(=O)CSc2nnc(-c3ccncc3)n2N)cc1,?,0.1,?,2,113,?,?,?
CCOc1ccc(S(=O)(=O)N2CCC(C(=O)N3CCN(c4ccccc4F)CC3)CC2)cc1C,98,-0.1,103,-2,94,102,104,98
Cc1cc(NC(=O)CN2C(=O)NC(C)(c3ccc(OC(F)F)cc3)C2=O)no1 (stereo not drawn),96,0.2,102,11,113,105,91,95
CCCc1cc(=O)oc2cc(OCC(=O)NCc3cccs3)ccc12,112,0.0,104,87*,98,99,107,96
Cc1cccc(NC(=O)c2ccc(NCCO)c([N+](=O)[O-])c2)n1,96,0.2,94,19,84,85,100,97
Cc1ccc(S(=O)(=O)N[C@@H](Cc2ccccc2)C(=O)N2CCC(C(=O)N[C@H](C(=O)O)C(C)O)CC2)cc1 (stereo partly drawn),116,-0.1,96,0,92,102,104,96
CCCCCC(=O)NNC(=S)NC(=O)c1cccc([N+](=O)[O-])c1,104,0.0,97,1,104,100,97,110
O=C(Nc1ccc2oc(-c3ccc(F)cc3)nc2c1)c1ccccc1F,108,-0.1,·,-7,99,109,99,108
O=C1CC[C@@H](CN(Cc2ccccn2)Cc2nc(Cc3ccccc3)no2)N1,103,0.0,106,1,94,110,101,101
COC(=O)C(C)N(C(=O)c1ccc(Cl)cc1)c1c(C)cccc1C (stereo not drawn),101,0.0,103,1,99,101,100,104
O=C(CNC(=O)c1ccc(Cl)cc1)OCn1nnc2ccccc2c1=O,99,-0.1,97,0,87,98,98,102
COc1ccc(C2/C(=C(/O)c3ccccc3)C(=O)C(=O)N2C)cc1 (stereo not drawn),97,0.3,99,0,96,106,100,107
O=C(O)C1CC(=O)N(Cc2ccccc2)C1 (stereo not drawn),94,0.1,95,-1,96,·,93,84
